# From PubChem
# Insulin prom up: MIN6 insulin promoter up-regulation; 190,000 compounds, 0.3% hits; z-score at 5 µM; MIN6 insulin promoter-GFP reporter, high-content imaging; stronger effect = higher value;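 active = z-score above 3 at 5 µM with at least 500 cells counted in the well; inconclusive = wells under 500 cells, flagged as cytotoxic or low count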
# MT stabilize HCS: microtubule stabilization, imaging screen. HeLa tubulin immunostaining HCS, 24 h; share of cells brighter than vehicle mean+2SD. 200,000 compounds, 0.83% hits. % tubulin-high responders, % at 10 µM;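 active = plate Z-score above 3 for both tubulin-high and condensed-nucleus cell shares, with cell loss under 80%, at 10 µM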;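 also: anti alpha tubulin signal scored within the nucleus-defined area of each cell; some results filed as inactive read as strong as hits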
# HIV peptide binding: cell-free HIV fusion peptide-binding blockers – biochemical, uHTS, fluorescence dequenching, primary screen (AID 1986). 290,000 compounds, 0.3% hits. cell-free peptide binding, fluorescence dequenching, 30 min; higher % means a stronger effect. inhibition, % at 20 µM, or IC50 in µM where a hit was titrated; in the data active = inhibition mostly above about 52%, no sharp cut-off; inactive = mostly below about 76%; also: some results filed as inactive read as strong as hits
# Autophagy mod: alters autophagy in cells. calls only at 10 µM (by protocol). MEF GFP-LC3 puncta imaging; test concentration mostly 10 µM. AID 463193. 190,000 compounds, 0.98% hits;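 active = percentage of spot-positive cells more than 3 SD above its plate mean, without a fluorescence outlier flag or 80% toxicity; inconclusive = no clear call, values can overlap the other calls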;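 also: spot-positive cell cutoff set from DMSO-treated cells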
# Yfh1-off respiration: mitochondrial function rescue without frataxin homolog – Friedreich's ataxia, plus single-dose screen, dose response (AID 1465) | S. cerevisiae Yfh1-off respiration, WST-1 reduction, 72 h; higher fold induction means a stronger effect | fold induction at 50 µM; hits with a dose series show EC50 in µM | 220,000 compounds, 0.074% hits;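 active = fold induction of absorbance versus untreated yeast above a set limit, then at least 30% activation at any dose in follow-up; inconclusive = repeats straddling the limit, or above it without dose testing; inactive = fold induction below the set limit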;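 also: activators that raise dye reduction in frataxin-depleted yeast; strong numbers were not always called active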
# Dynein transport: dynein cargo transport inhibition; z-score, hits read low; 220,000 compounds, 0.47% hits; 3617.4 mouse cells, GR-EGFP nuclear translocation imaging; test concentration mostly 20 µM; stimulated with dexamethasone, 1 µM; stronger effect = lower value;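 active = plate z-score of nuclear minus cytoplasmic receptor signal below a set negative limit, without overly bright fluorescence or cell loss, cut at about -3.5 in these data, passing the limit was not always enough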;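 also: z-score of nuclear minus cytoplasmic ring GR-EGFP intensity difference per well; some compounds called inactive have numbers as strong as hits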
#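 Buffer or medium: tetracycline-free induction medium containing charcoal-stripped FBS / Reagent: dexamethasone agonist, 1.0 µM final, for 30 min / Technique: automated 10x imaging of fixed Hoechst-stained cells / Times: induction 48 h, compound 1 h, agonist 30 min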
# b-catenin transl: alters nuclear translocation of beta-catenin in HeLa cells; 190,000 compounds, 0.3% hits; immunofluorescence imaging; nuclear translocation activity, % at 5 µM;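 active = nuclear translocation activity above 50% at 5 µM, with a well cell count of 50 or more; inconclusive = wells under 50 cells across six images, flagged as toxic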;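 also: per-cell ratio of nuclear to cytoplasmic median beta-catenin stain intensity; plate controls were DMSO negative control for no effect and GSK-3 inhibitor IX positive control for full effect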
#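 Assay system: human HeLa cells, native beta-catenin; doses: 5 µM primary, 0.02–20 µM confirmation; incubation: compound treatment 24 h, 37°C, 5% CO2; technique: fluorescence imaging of beta-catenin antibody stain plus DAPI; measure: % activation, nuclear-to-cytoplasmic median beta-catenin signal ratio per cell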
# WT yeast gro inh: growth inhibition of WT yeast, mitochondrial fusion screen; mitochondrial fusion phenotypic screen, WT strain; inhibition, % at 10 µM; 190,000 compounds, 2.1% hits; AID 1362; in the data active = inhibition above about 58%; tested in S. cerevisiae
# AID2073: disruptors of CaV2.2 binding to Mint1 – biochemical, HTRF (AID 2073); HTRF protein-protein interaction, Mint1-CaV2.2; higher % means a stronger effect; one-dose inhibition, % at 20 µM; IC50 in µM for titrated hits; 290,000 compounds, 0.19% hits; in the data active = inhibition mostly above about 51%, no sharp cut-off; inconclusive = no clear call, values can overlap the other calls; inactive = mostly below about 53%; also: some results filed as inactive read as strong as hits
# WT yeast gro inh mutant strain: recorded beside WT yeast gro inh, whose call it bears; inhibition, %; mitochondrial fusion phenotypic screen, mutant strain inhibition
# Dynein transport cytoplasmic EGFP: recorded beside Dynein transport, whose call it bears; z-score; measured here: cytoplasmic GR-EGFP intensity; stronger effect = higher value
# Dynein transport nuclear GR-EGFP: second read-out of Dynein transport, no call of its own (marks repeat the call); z-score; measured here: nuclear GR-EGFP intensity;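 lower value marks the stronger effect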
# Dynein transport cell count: further read-out of Dynein transport, marked with its call; z-score; measured here: cell count per field
# Insulin prom up cell count: further read-out of Insulin prom up, marked with its call; cell count; measured here: cytotoxicity, nuclei count;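 total cells summed across four imaged fields per well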
# b-catenin transl cell count 5 µM: recorded beside b-catenin transl, whose call it bears; cell count; measured here: cell count, cytotoxicity flag
# MT stabilize HCS Hoechst-high %: recorded beside MT stabilize HCS, whose call it bears; % Hoechst-high responders; measured here: nuclear condensation Hoechst responders;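 share of cells brighter than vehicle mean plus two SD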
# MT stabilize HCS cytotoxicity %: also measured in MT stabilize HCS; calls as there; toxicity, %; measured here: cytotoxicity by cell density;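 0% = mean cell density of plate MIN control wells and 100% = no cells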
# Autophagy mod cell loss 18 h: second read-out of Autophagy mod, no call of its own (marks repeat the call); toxicity, %; measured here: cell loss, nuclei count;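 cell loss after 18 h compound exposure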
# * hit, by the source's call; i = inactive; ? = inconclusive; . = no result given. These rows are one share of the data; rates above refer to the full screens.
SMILES,Insulin prom up,Insulin prom up cell count,MT stabilize HCS,MT stabilize HCS Hoechst-high %,MT stabilize HCS cytotoxicity %,HIV peptide binding,Autophagy mod,Autophagy mod cell loss 18 h,Yfh1-off respiration,Dynein transport,Dynein transport cytoplasmic EGFP,Dynein transport nuclear GR-EGFP,Dynein transport cell count,b-catenin transl,b-catenin transl cell count 5 µM,WT yeast gro inh,WT yeast gro inh mutant strain,AID2073
CC(C)CCP(=O)(O)c1ccccc1,.,.,1.7,0.5,5.4,-4.3%,i,0,i,3.3,-0.043,1.1,-1,.,.,-46,-30,11%
COc1cc(C=C2C(=O)NC(=O)NC2=O)ccc1OCc1ccc([N+](=O)[O-])cc1,0.27,1268,5.4,1.1,8.5,0.7%,i,-5,i,0.95,-0.36,0.58,-0.77,-1.0,1056,8,1,38%
CN1C(=O)N(C)C(=O)C2(Cc3ccccc3N3CCOCC32)C1=O (stereo not drawn),0.21,1686,2.6,0.9,22,-4.0%,i,-4,i,1.3,0.06,0.82,0.51,-0.3,1080,-8,-6,-1%
OC(c1ccccc1)(c1ccccc1)C1CCCN1 (stereo not drawn),.,.,2.3,1.2,10,0.2%,i,-4,i,-0.047,-0.19,-0.24,0.33,-3.2,1209,-8,-14,-11%
CCC(C)N1CCN(C(=O)Cc2ccccc2)CC1 (stereo not drawn),-0.31,941,3.1,1.4,3.6,2.1%,i,0,i,-1.4,-0.22,-0.6,0.82,-7.7,1288,-2,3,-5%
CC(C)C(C)(NC(=O)c1cccn(Cc2ccc3c(c2)OC(F)(F)O3)c1=O)C(N)=O (stereo not drawn),-0.43,1258,4.0,2.0,7.1,0.1%,i,-29,i,-0.36,-0.3,-0.085,0.41,-3.1,1075,2,-2,16%
O=C(CN1CCCC1=O)N1CCOCC1,1.6,1031,3.3,1.5,6.5,-1.6%,i,0,i,0.2,-0.23,0.45,0.82,-0.8,1116,-6,4,-4%
COCCCn1c(-c2ccc(OC)cc2)cc(C(=O)NC2CCCCCCC2)c1C,-0.28,1205,3.8,2.1,6.5,-1.7%,i,-12,i,-0.32,-0.22,-0.61,0.35,.,.,55,25,-13%
COc1ccc(-n2c(O)c(C=NCc3ccc4c(c3)OCO4)c(=O)[nH]c2=O)cc1,0.18,1069,.,.,.,0.7%,.,.,i,-1.1,0.33,-0.14,0.68,2.1,1251,.,.,9%
CCN1CCN(C(=O)Cc2coc3ccc4ccccc4c23)CC1,-0.61,802,0.6,1.0,2.1,0.9%,i,4,i,0.17,-0.029,0.076,-0.082,-0.7,1162,-1,-2,1%
N=C1c2ccccc2CN1c1cccc([N+](=O)[O-])c1,0.59,1469,3.0,3.2,5.0,0.9%,i,-7,i,-0.66,-0.22,-0.73,0.58,0.1,1492,-12,-3,0%
CCN1CCN(c2nc3c(c(=O)[nH]2)CCCC3)CC1,0.89,1348,2.3,1.7,6.6,-1.0%,i,-9,i,-1.1,0.49,-0.4,0.26,-2.1,1007,-13,-11,-2%
CCC(C)C1(CC)C(=O)NC(=O)N=C1N (stereo not drawn),0.13,1436,3.1,2.7,7.3,0.6%,i,5,i,-0.65,-0.3,-0.47,0.56,-1.7,1104,-4,-5,1%
Cn1c(O)c(C=NCCN2CCN(C(=O)c3ccccc3)CC2)c(=O)n(C)c1=O,0.93,1138,1.3,2.4,5.7,-0.5%,i,13,i,-0.31,-0.18,0.082,-0.051,-0.9,1117,11,-13,-2%
O=C(c1ccc2c(=O)n(Cc3ccc4c(c3)OCO4)c(=S)[nH]c2c1)N1CCC2(CC1)OCCO2,-0.75,1195,3.7,1.5,3.0,-0.3%,i,13,i,-0.44,-0.13,0.042,0.36,8.4,1392,-10,5,-43%
Cc1ccc2c(c1)C1CN(C)CCC1N2C(=O)COc1ccc(S(=O)(=O)N2CCOCC2)cc1 (stereo not drawn),-0.51,1229,1.3,1.1,10,0.8%,i,-4,i,0.25,-0.21,-0.13,0.35,-7.1,1013,-14,-13,-2%
COc1ccc(N/N=C/c2c(O)n(-c3ccc(C)c(C)c3)c(=O)[nH]c2=O)cc1,0.19,1317,5.1,2.4,4.5,8.5%,i,-15,i,-0.66,-0.26,0.2,0.78,-2.5,572,55,60,11%
O=C(c1cc2cc3ccc(Cl)cc3nc2o1)N1CCC2(CC1)OCCO2,-0.1,1598,1.2,1.8,7.5,-1.0%,i,-11,i,-0.69,-0.21,-0.3,0.75,0.2,1386,1,-12,5%
CCC(=O)O[C@@H]1[C@@H](OC(C)=O)[C@@]2(O)C(C[C@H](O)C2(C)C)[C@](C)(O)[C@H]2CC[C@@H]3[C@@H](O)[C@]12C[C@@]3(C)O (stereo partly drawn),0.35,1255,3.4,1.8,8.6,1.1%,i,-38,i,0.19,-0.29,0.39,0.39,.,.,-7,-11,?
C=CCn1c(O)c(C(C)=Nc2ccc3c(c2)CCC3)c(=O)[nH]c1=O,-0.01,1099,.,.,.,-1.9%,.,.,i,-0.3,-0.3,-0.39,0.85,-0.3,1298,.,.,-14%
CNCCc1c(C)n[nH]c1C,0.25,1065,1.6,1.8,5.2,-0.1%,i,-30,i,-0.65,-0.22,-0.28,1.2,0.6,682,-4,-3,6%
O=C(N/N=C/c1c(O)n(-c2ccccc2)c(=O)[nH]c1=O)c1ccncc1,0.26,1211,2.0,1.8,2.4,15%,i,3,i,0.88,-0.24,0.51,-0.01,-0.3,1031,14,7,14%
N#Cc1ccc(N2CCNCC2)c(F)c1,-1.2,994,6.6,2.9,6.5,-1.9%,i,-2,i,-0.43,-0.27,-0.015,0.46,0.8,1113,14,3,5%
N#Cc1c(/N=C/C2C(=O)NC(=S)NC2=O)sc2c1CCCC2,0.99,1585,2.4,1.9,1.1,20%,i,0,i,0.23,-0.048,0.031,-0.37,-3.7,1085,12,7,17%

# Next part, starting with the last two of the part before.
SMILES,Insulin prom up,Insulin prom up cell count,MT stabilize HCS,MT stabilize HCS Hoechst-high %,MT stabilize HCS cytotoxicity %,HIV peptide binding,Autophagy mod,Autophagy mod cell loss 18 h,Yfh1-off respiration,Dynein transport,Dynein transport cytoplasmic EGFP,Dynein transport nuclear GR-EGFP,Dynein transport cell count,b-catenin transl,b-catenin transl cell count 5 µM,WT yeast gro inh,WT yeast gro inh mutant strain,AID2073
N#Cc1ccc(N2CCNCC2)c(F)c1,-1.2,994,6.6,2.9,6.5,-1.9%,i,-2,i,-0.43,-0.27,-0.015,0.46,0.8,1113,14,3,5%
N#Cc1c(/N=C/C2C(=O)NC(=S)NC2=O)sc2c1CCCC2,0.99,1585,2.4,1.9,1.1,20%,i,0,i,0.23,-0.048,0.031,-0.37,-3.7,1085,12,7,17%
CN1CCC(O)(c2ccccc2)C2CCCC21 (stereo not drawn),-0.67,1273,2.9,2.1,4.7,2.3%,i,-4,i,1.6,-0.2,0.21,-0.89,-0.5,1039,-20,-4,-1%
CCCNC(=O)N1CCC2(CC1)OCCO2,0.13,1560,2.6,2.0,7.6,-0.6%,i,6,i,-0.22,-0.33,0.069,1,5.1,875,-12,-10,-7%
CNC(=O)O/N=C(\C)Cc1nnn(-c2cc(C)on2)n1,0.12,1081,.,.,.,-0.4%,.,.,i,-1.1,-0.21,-0.45,0.49,0.4,1352,.,.,12%
CCN(CC)P(=O)(Oc1cccc(C)c1)N(CC)CC,-0.54,1345,2.8,2.5,13,0.7%,i,22,i,0.99,-0.28,0.78,1.2,-5.2,993,8,10,-4%
COc1ccc(C(C)=O)cc1CC(C(=O)c1ccc(C)c(C)c1)N(C)C (stereo not drawn),0.32,1553,1.1,2.4,8.1,-0.2%,i,17,i,1.7,-0.13,1.2,-1.1,0.0,1064,-4,-12,-2%
CC(Cc1ccsc1)NCc1cn[nH]c1-c1ccc(F)cc1F (stereo not drawn),-0.31,1158,.,.,.,1.7%,.,.,i,-0.71,-0.27,-0.32,0.6,0.4,1319,.,.,9%
O=C(c1cc(-c2ccccc2)nc2ccccc12)N1CCC2(CC1)OCCO2,0.05,1599,3.0,3.0,11,-2.6%,i,-7,i,-0.46,-0.23,-0.24,0.69,-0.4,1355,-8,8,1%
CCN1CCN(Cc2cc(C(C)(C)C)c(O)c(C(C)(C)C)c2)CC1,.,.,1.5,1.2,5.1,-0.3%,i,10,.,-1.2,0.009,-0.63,0.77,-5.0,1112,.,.,-5%
Cn1c(O)c(C=NC2CCCCCC2)c(=O)[nH]c1=S,-0.19,1472,6.4,1.6,6.3,1.4%,i,-8,i,-0.41,-0.27,-0.11,0.5,0.8,1569,3,4,2%
CCOc1ccc(/C=C2/C(=O)NC(=O)N(CCc3ccc(F)cc3)C2=O)cc1,.,.,2.3,3.8,3.1,23%,i,3,i,-0.18,-0.016,-0.21,0.52,0.9,969,-20,-14,5%
CCCC1(CCC)C(=O)NC(=Nc2ccccc2)NC1=O,-0.14,699,4.1,2.9,6.8,-0.4%,i,-2,i,-0.1,-0.054,0.26,0.016,-2.4,1163,8,3,2%
N#Cc1ccc(OCC(=O)N2CCN(Cc3ccc4c(c3)OCO4)CC2)cc1,0.6,1271,5.8,1.5,8.6,1.3%,i,10,i,0.81,-0.2,0.25,-0.02,-1.2,1134,-4,7,4%
